# Source: PubChem BioAssay (National Center for Advancing Translational Sciences (NCATS))
# A-T KAP1 phos: potential ataxia-telangiectasia treatment; […] A-T fibroblasts, KAP-1 phosphorylation AlphaLISA; neocarzinostatin DNA damage 30 min before lysis; Potency, µM (top dose mostly 57.5 µM), inactives show top-dose activation, actives largely listed as activators; actives 0.19% (n = 320,000); AID 485349; also: potency is read from the fitted curve at half-maximal effect; % of control where 0% means no effect; nearly all actives have a fitted effect of over 45% in size
#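 ATM-like activity read as KAP-1 phosphorylation via AlphaLISA donor/acceptor antibody pairs after lysis and 6 hr at 25C. Cells were ATM-null patient fibroblasts ([…], hTERT), dosed 60 min, then exposed to the DSB inducer NCS for 30 min.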
# GALK inhibitor: galactokinase (human) inhibition; actives 0.007% (n = 270,000); P51570; Purified GALK, Kinase-Glo residual ATP luminescence; Potency, µM (titrated, usually from 57.5 µM), without a hit: at the top dose activity change, negative = inhibition, most hits filed as inhibitors; also: potency is read from the fitted curve at half-maximal effect; % is scaled to controls: 0 for no effect and ±100 for the full control effect
#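 The enzyme phosphorylates galactose (100 uM) using ATP (35 uM); inhibition is detected as higher residual ATP, quantified by bioluminescence after 1 h reaction at room temperature, pH 8.0.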
# TSHR antagonist: human thyrotropin receptor antagonism. P16473. TSHR-expressing cells, TSH-stimulated cAMP HTRF, 2 h; stronger effect = lower value. activity change, negative = inhibition, % at 11.5 µM. actives 0.2% (n = 330,000). AID 504810;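 active = activity change below a set negative limit, meaning inhibition stronger than a set level, cut at about -70% in these data; inconclusive = activity change between two set negative limits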; also: % is scaled to controls: 0 for no effect and ±100 for the full control effect
#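 Competitive HTRF cAMP read-out (cryptate anti-cAMP antibody, cAMP-d2; 30 min, room temperature) in freshly harvested TSHR cells. Compounds added before TSH at EC80 (4nM final), followed by 2 hours' incubation at 37 deg C.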
# KCNH2 WT inh: inhibitors of human wildtype KCNH2 potassium channel; Q12809; U2OS, BacMam KCNH2, thallium flux FluxOr; stronger effect = lower value; activity change, % at 1.84 µM; actives 0.37% (n = 340,000); AID 720551;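 active = maximum activity change below -70%; inconclusive = maximum activity change between -70% and -50%; inactive = maximum activity change above -50%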; also: % is scaled to controls: 0 for no effect and ±100 for the full control effect
#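 U2OS cells transduced with wild-type KCNH2 virus are loaded with FluxOr dye for 45 min, and thallium flux is measured in kinetic reads before and after stimulation buffer. Rate constants are normalized to DMSO controls.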
# CXXC DNA block: blocks binding of human MLL CXXC domain to DNA | Q03164 | MLL-CXXC / FITC-HOXA9 DNA fluorescence polarization | Potency, µM (series often up to 115 µM), without a hit: at the highest dose activity change, negative = inhibition, actives largely listed as inhibitors | actives 0.037% (n = 290,000) | AID 2662; active = well fitted inhibition curve with a large enough effect in the polarisation, with a control signal flat, not every such curve was filed as active; inconclusive = small, poorly fitted or top-dose-only effect, or effect the other way, or a change in a side signal; inactive = no such curve, though single readings can be large or run the other way; the % refers to the polarisation; also: potency is read from the fitted curve at half-maximal effect
#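 Purified MLL-CXXC (added from a 7 uM solution) was preincubated 5 min at ambient with pinned compounds in 50 mM Tris-HCl pH 7.5, 50 mM NaCl, 1 mM DTT, 0.05% BSA. Fluorescein-labeled HOX-A9 DNA (50 nM solution) followed, 30 min, then polarization read.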
# BCR signal inh: chronic active BCR signaling inhibition; ABC-DLBCL IkBa-CBG/CBR reporter, luminescence ratio, 4 h; Potency, µM (series often up to 46.1 µM), for inactives: top-dose ratio change, negative = lower green/red ratio, most hits filed as inhibitors; actives 0.05% (n = 340,000); AID 493014; active = well fitted inhibition curve with a large enough effect in the signal ratio, with a control signal flat, not every such curve was filed as active; inconclusive = small, poorly fitted or top-dose-only effect, or effect the other way, or a change in a side signal; the % refers to the signal ratio;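 also: potency is read from the fitted curve at half-maximal effect; plate controls were basal doxycycline-induced cells for no effect and cells given 10 µM MG132 for full effect; MG132 reads +100%, hits lower the ratio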
#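 Compounds up to 46 uM were incubated four hours with TMD8 cells whose green CBG68 luciferase is fused to IkappaBalpha; red CBR luminescence normalised the signal, and concentration-effect curves were fitted to fusion, red and ratio data.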
# FBPA coupling cs: counter-screen for Giardia aldolase inhibitors: coupling enzyme system; coupling enzyme system counterscreen, AmpLite Red fluorescence; activity change, negative = inhibition, % at 58.2 µM, hits read low; actives 0.67% (n = 290,000); AID 2472; in the data active = activity change below about -30%; also: % is scaled to controls: 0 for no effect and ±100 for the full control effect
#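 Final compound at 57.5 uM, incubated 10 min at RT with coupling enzyme reagent (glyceraldehyde-3-phosphate), then 20 min with substrate and AmpLite Red detection. Fluorescence read at 525/598 nm; tests interference with the coupling assay, not aldolase inhibition.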
# TCR activator: T cell receptor activation | primary human leukocytes, anti-CD3, IL-2 HTRF, 48 h | Potency, µM (titrated, usually from 9.22 µM), for inactives: top-dose activation of IL-2 secretion, actives largely listed as activators | 330,000 tested, under 10 active | AID 504894; also: % of control where 0% means no effect
#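 Compounds are tested in HTS on primary human leukocytes co-incubated with a-CD3 beads for 48 hr. IL-2 output is measured by time-resolved FRET.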
# Tb PFK block: T. brucei PFK enzyme inhibition | O15648 | T. brucei PFK, ADP-Glo luminescence | Potency, µM (doses to about 57.5 µM), for the others: top-dose activity, negative = inhibition, most hits filed as inhibitors | actives 0.17% (n = 330,000) | AID 485367;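 also: potency is read from the fitted curve at half-maximal effect; 0% = uninhibited 1x PFK enzyme wells and -100% = no-enzyme wells; nearly all actives have a fitted effect of over 60% in size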
#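 Compounds were pin-transferred as a titration series up to 57 uM into substrate buffer (0.5 mM F6P, 0.1 mM ATP, pH 8.0), then 1.25 nM PFK was added and reactions ran 45 min before ADP-Glo detection.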
# Giardia kill: kills Giardia lamblia | Giardia lamblia trophozoite viability | activity change, % at 7.66 µM, hits read low | actives 0.15% (n = 340,000); in the data active = activity change below about -80%; inconclusive = between about -30% and that limit;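 also: parasites exposed to compound for two days anaerobically before the ATP read; % is scaled to controls: 0 for no effect and ±100 for the full control effect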
#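 Compounds were tested on trophozoites seeded at 100 cells/well and held 48 hrs at 37 deg C anaerobically. An ATP-based luminescent kit measured the remaining live cells.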
# The depositor's hits bear a star; i = inactive; ? = inconclusive; nt = no result given; [ ] = another dose, or the depositor's remark. Unless noted, calls follow the shape of the dose curve; as a rule, active = well fitted curve in the direction sought with a large enough effect; inconclusive = small, poorly fitted or top-dose-only effect, or another doubt; inactive = no such curve, though single readings can be large; an effect the other way counts as inactive or inconclusive. Rows are unselected; 1.6% or so of the library scored in one or more.
# A first look, 2 compounds:
SMILES,A-T KAP1 phos,GALK inhibitor,TSHR antagonist,KCNH2 WT inh,CXXC DNA block,BCR signal inh,FBPA coupling cs,TCR activator,Tb PFK block,Giardia kill
O=C(O)C1CC=CCC1C(=O)N1CCc2ccccc21 (stereo not drawn),nt,1%,-2,-3,2%,3%,-1,-8%[46.1 µM],-5%,-13
CC(CNS(=O)(=O)c1cc(Cl)ccc1Cl)CN(C)C (stereo not drawn),8%,-1%,5,-17,13%,0%,4,-8%,-1%,-19

# The list itself, from the first entry:
SMILES,A-T KAP1 phos,GALK inhibitor,TSHR antagonist,KCNH2 WT inh,CXXC DNA block,BCR signal inh,FBPA coupling cs,TCR activator,Tb PFK block,Giardia kill
O=C(O)C1CC=CCC1C(=O)N1CCc2ccccc21 (stereo not drawn),nt,1%,-2,-3,2%,3%,-1,-8%[46.1 µM],-5%,-13
CC(CNS(=O)(=O)c1cc(Cl)ccc1Cl)CN(C)C (stereo not drawn),8%,-1%,5,-17,13%,0%,4,-8%,-1%,-19
Cc1ccccc1C(=O)NCC(=O)NCC1(N2CCOCC2)CCCCC1,-14%,nt,8,-5,nt,-5%,nt,1%,-2%,11
COc1ccc(N2C(=O)CC(c3ccc(OC(C)C)cc3)C2=O)cc1 (stereo not drawn),-1%,2%,2,-3,3%,11%,5,2%,-5%,-1
O=C(c1cc2c(F)cccc2s1)N1CCCC1,10%,-1%,1,-1,-1%,0%,0,0%,2%,-18
CC(NC(=S)NC(=O)c1ccccc1Br)c1ccccc1 (stereo not drawn),8%,0%,1,-2,5%,1%,-4,1%,-3%,-13
Cc1ccc2nc(SCC(=O)Nc3ccccc3N3CCOCC3)c(C#N)cc2c1,nt,-3%,8,-3,-4%,?,-3,-1%[46.1 µM],-5%,-29
C[C@H]1CCC(=O)N([C@H](COc2ccccc2)Cc2ccccc2)CC1,7%,nt,-1,-18,-2%,11%,1,-4%,-2%,-13
COc1cc(/C=C2\S/C(=N/S(=O)(=O)c3ccccc3)NC2=O)c([N+](=O)[O-])cc1OC,-2%,-9%,-18,-5,-22%,?,0,5%[46.1 µM],-13%,1
COc1ccc(NC(=O)C2CCCO2)cc1 (stereo not drawn),9%,-1%,2,-6,0%,-8%,-1,-4%[46.1 µM],4%,-26
COc1cccc(Nc2n[nH]c(=S)s2)c1,0%,2%,-12,-7,2%,-1%,1,?,?,-4
COc1ccc(-c2nnc(SCC(=O)N3CCOCC3)n2C)cc1OC,4%,0%,13,-6,-1%,1%,-1,-5%[46.1 µM],1%,-3
Cc1onc(-c2ccccc2)c1C(=O)Nc1sc2c(c1C#N)CCC2,-1%,-3%,2,5,6%,?,2,0%,-27%,5
CCC(=O)Nc1ccc(C(=O)Nc2ccc(Br)cc2F)cc1,0%,1%,11,-3,-2%,9%,5,-11%,?,-12
Clc1ccc(-c2nc(Cc3ccccc3)no2)cc1,5%,1%,-2,-4,6%,?,1,1%,1%,-18
O=C(COC(=O)c1c[nH]c2ccccc12)Nc1ccc([N+](=O)[O-])cc1,11%,nt,-17,-17,nt,1%,nt,2%,4%,4
COc1ccc2nc(/C(C#N)=C\c3ccc(C(=O)O)cc3)[nH]c2c1,6%,4%,7,10,16%,5%,-4,4%,8%,6
COC(=O)C(NC(=O)C(CC(C)C)NC(=O)C1CCC(C)CC1)C(C)C (stereo not drawn),7%,-2%,0,-9,6%,?,-5,-5%,1%,-1
COc1ccccc1CNC(=O)C1CCN(S(=O)(=O)c2c(C)noc2C)CC1,1%,-1%,-8,14,-8%,6%,0,-5%,0%,-9
CN(CC(=O)Nc1cccc(F)c1)C(=O)Cc1n[nH]c(=O)c2ccccc12,-1%,nt,8,2,nt,-3%,nt,4%,10%,3
CC(c1ccco1)N(C(=O)COc1ccccc1[N+](=O)[O-])c1ccccn1 (stereo not drawn),nt,8%,nt,-4,8%,nt,0,-3%,nt,-5
Cc1ccc(C(=O)NC2CCCCC2)cc1S(=O)(=O)N1CCCC1,8%,-7%,18,8,-2%,-1%,-1,-6%,2%,-4
O=C(CCCc1ccccc1)Nc1nnc(C(F)(F)F)s1,-1%,7%,-11,-8,7%,?,-9,-10%,-5%,2
O=S(=O)(c1ccc(F)cc1)N1CCN(C(=S)NC2CCCC2)CC1,4%,1%,2,10,13%,1%,-1,-3%[46.1 µM],1%,1
COc1cccc(NC(=O)CN(C)C(=O)c2c(-c3c(F)cccc3Cl)noc2C)c1,-6%,nt,6,-9,nt,3%,nt,2%,0%,14
Cc1ccc(S(N)(=O)=O)c(C)c1-n1cnnn1,3%,5%,2,-3,5%,-8%,3,6%,2%,-5
CNC(=O)Nc1cccc(C(F)(F)F)c1,8%,-2%,-1,-1,-3%,?,0,1%[46.1 µM],-3%,-15
CCN(C(=O)CN1C(=O)c2ccc([N+](=O)[O-])cc2C1=O)C1CCCCC1,6%,7%,-6,-4,14%,?,nt,4%,0%,-2
COCCNC(=O)C(c1ccc(F)cc1)N(Cc1ccccc1)C(=O)CCC(=O)Nc1nccs1 (stereo not drawn),8%,-1%,1,-1,-5%,-1%,1,-2%,1%,-7
Cc1ccc(S(=O)(=O)N2CCN(C(=O)COC(=O)CSc3ccccc3)CC2)c(C)c1,-5%,nt,-8,3,nt,2%,nt,4%,0%,9
COc1cccc(-c2nc3ccccc3s2)c1O,11%,2%,-6,19,0%,0%,-1,-5%,-1%,?
CC(Cn1nnc2ccccc21)C(=O)O (stereo not drawn),-2%,1%,-3,-24,30%,7%,0,-2%,-11%,-1
O=c1c2cc(NC(=S)N3CCCC3)ccc2nc2n1CCCCC2,4%,9%,14,4,3%,1%,1,4%,-2%,-3
Cc1ncc([N+](=O)[O-])n1CC(=O)Nc1ccccc1,-1%,4%,15,5,-8%,0%,0,2%,-8%,5
CCC(=O)N1CCN(c2ccc(NC(=O)c3cc4ccccc4o3)cc2)CC1,nt,0%,-6,2,-2%,?,2,2%[46.1 µM],-1%,-6
Cc1cc(O)c(C(C)C)cc1NC(=O)c1cccc(Cl)c1,1%,-2%,-10,2,-1%,12%,-1,-3%,3%,24
O=C(NCC1CC1)c1cccc2c1C(=O)c1ccc(N3CCCC3)cc1S2(=O)=O,-10%,nt,-8,-5,nt,?,nt,-6%,-4%,15
COc1ccc(CNC(=O)COC(=O)c2n[nH]c3ccccc23)cc1OC,11%,-3%,-8,-1,0%,?,-1,1%[46.1 µM],0%,17
Cc1ccc(S(=O)(=O)N2CCOCC2)cc1NC(=O)COC(=O)c1ccc(Br)cc1,?,nt,-27,-10,nt,?,nt,0%,13%,-12
CCOC(=O)c1cc(C)n(S(=O)(=O)c2ccc(C)cc2)c1C,7%,1%,-15,-1,-4%,-12%,8,-3%,0%,2
CCOC(=O)c1c(-c2ccco2)csc1NC(=O)CSc1nnc(N)s1,-5%,-3%,13,15,0%,-8%,nt,3%,-9%,-1
CCOC(=O)Cc1csc(NS(=O)(=O)c2ccc3ccccc3c2)n1,nt,1%,18,-9,-1%,3%,20,2%[46.1 µM],0%,6
CC(=O)c1cn(CCCCCCCCCCn2cc(C(C)=O)c(=O)[nH]c2=O)c(=O)[nH]c1=O,5%,nt,-5,nt,40%[activator],6%,2,nt,1%,nt
CSc1nsc(SCC(=O)Nc2ccccc2C(N)=O)n1,4%,6%,-1,1,35%[activator],?,1,-1%,-6%,7
Cn1cc(CNCc2cnc3ccccn23)c(-c2ccc(Oc3ccccc3)cc2)n1,2%,1%,-1,i,1%,-2%,0,-3%,2%,-5
Cn1ccnc1CN1CCN(C(=O)c2cc(COc3ccc(F)c(F)c3)on2)CC1,4%,1%,-4,17,1%,2%,nt,-18%,-7%,-7
CC[C@H](C)[C@@H]1NC(=O)[C@H]([C@@H](C)CC)NC(=O)[C@@H](CC(C)C)NC(=O)[C@H](Cc2ccccc2)NC(=O)[C@H](Cc2ccccc2)NC(=O)[C@@H]2CCCN2C(=O)[C@@H]2CCCN2C(=O)[C@H](C(C)C)NC(=O)[C@H](CC(C)C)NC1=O,-3%,nt,-1,-13,nt,3%,nt,3%,-1%,8
O=S(=O)(/C=C/c1ccccc1)N1CCN(Cc2ccccc2)CC1,-2%,0%,-12,6,3%,0%,-1,4%,2%,-6
COc1ccc(Cn2ccnc2)cc1Br,nt,3%,nt,-7,9%,nt,1,2%,nt,-25
O=C(Cc1cccc2ccccc12)Nc1nc2ccccc2[nH]1,2%,0%,7,2,3%,?,2,-2%,0%,11
COc1cccc(C(=O)NC(=S)Nc2ccc(Cl)cc2C(=O)O)c1,-1%,4%,-3,0,-4%,?,-1,1%,1%,-4
CCn1c(SCC(=O)N(C)C2CCS(=O)(=O)C2)nnc1-c1ccccc1 (stereo not drawn),5%,-1%,0,-15,0%,9%,1,-3%,-2%,-4
O=C(O)CCC(=O)N1CCc2cc(S(=O)(=O)NCc3cccs3)ccc21,-5%,-4%,14,-7,-9%,-2%,5,-1%,5%,1
